# N370S GC mod: inhibitors or activators of N370S glucocerebrosidase for Gaucher disease | Potency, µM (titrated, usually from 59.4 µM), for inactives: at the top dose activity change, negative = inhibition, usual class: inhibitors | actives 0.092% (n = 330,000) | N370S GC spleen homogenate, 4MU-glucoside fluorescence;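 also: 0% = full enzyme activity and -100% = no enzyme basal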
# DT40 TDP1 no CPT: qHTS for Inhibitors of human tyrosyl-DNA phosphodiesterase 1 (TDP1): qHTS in cells in absence of CPT; DT40 Tdp1-/- hTDP1 cells, no CPT, ATP luminescence, 48 h; Potency, µM (doses to about 46.2 µM), without a hit: at the top dose activity change, negative = growth inhibition, actives largely listed as inhibitors; actives 15% (n = 420,000); AID 686978, 2013; also: nearly all actives have a fitted effect of over 55% in size
#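 Chicken DT40 Tdp1-/- cells complemented with human TDP1, screened without camptothecin (DMSO vehicle only), 400 cells/well. Compounds pin-transferred, cells incubated at 37 °C for at least 48 hr. Growth read as ATP-dependent luminescence (CellTiter-Glo, 30 min at RT).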
# TDP1 block: TDP1 (human) enzyme inhibition | Potency, µM (doses to about 130 µM), for inactives: top-dose activity change, negative = inhibition, most hits filed as inhibitors | actives 0.28% (n = 350,000) | recombinant TDP1, AlphaScreen DNA substrate cleavage | AID 485290 | Q9NUW8; also: nearly all actives have a fitted effect of over 40% in size
# Target sequence (Q9NUW8 whole entry, looked up): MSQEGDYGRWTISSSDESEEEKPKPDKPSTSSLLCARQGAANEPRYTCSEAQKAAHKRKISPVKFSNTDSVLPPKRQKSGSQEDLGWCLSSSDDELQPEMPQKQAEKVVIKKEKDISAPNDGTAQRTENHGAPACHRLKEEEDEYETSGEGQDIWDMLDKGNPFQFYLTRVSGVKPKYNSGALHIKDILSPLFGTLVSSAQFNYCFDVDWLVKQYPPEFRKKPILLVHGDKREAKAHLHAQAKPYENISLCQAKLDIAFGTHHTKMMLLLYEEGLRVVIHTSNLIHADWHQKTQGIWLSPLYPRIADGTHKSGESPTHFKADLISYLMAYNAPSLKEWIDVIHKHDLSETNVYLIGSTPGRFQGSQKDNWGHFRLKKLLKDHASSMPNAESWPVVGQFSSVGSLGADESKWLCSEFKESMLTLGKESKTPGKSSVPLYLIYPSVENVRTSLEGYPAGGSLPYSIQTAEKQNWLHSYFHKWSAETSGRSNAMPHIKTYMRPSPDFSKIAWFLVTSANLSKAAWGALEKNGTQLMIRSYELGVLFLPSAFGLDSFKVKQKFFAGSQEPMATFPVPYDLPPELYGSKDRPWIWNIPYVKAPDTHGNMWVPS
#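 AlphaScreen read-out: signal falls as enzyme removes the 3' tyrosine-FITC from a 5'-biotinylated DNA oligo (15 nM, 5 min, RT). Enzyme was E. coli-made recombinant Tdp1 at 1 nM, exposed to compound for 15 min beforehand; beads 10 ug/ml, 10 min.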
# * hit, by the source's call; ? = inconclusive; . = no result given. Calls follow the shape of the dose curve; as a rule, active = well fitted curve in the direction sought with a large enough effect; inconclusive = small, poorly fitted or top-dose-only effect, or another doubt; inactive = no such curve, though single readings can be large; an effect the other way counts as inactive or inconclusive. Unless noted, % is scaled to controls: 0 for no effect and ±100 for the full control effect; potency is read from the fitted curve at half-maximal effect. An excerpt. The share of hits here may be higher or lower than overall.
# Order of results – N370S GC mod, DT40 TDP1 no CPT, TDP1 block
> Clc1ccc(C(c2ccc(Cl)cc2)C(Cl)Cl)cc1
 : 22%, ., .
> C=CCN(CC#CCOc1ccccc1OC)CC=C
 : -7%, ., .
> ClP(Cl)(Cl)(Cl)Cl
 : -1%, ., .
> C/C(=N\N1CCCCCC1)c1c(O)n(C)c(=O)n(C)c1=O
 : -8%, ., .
> O=C1C=CC(=O)C(Cl)=C1
 : 13%, ., .
> Cc1cc(C)cc(OP(=O)(Oc2cc(C)cc(C)c2)Oc2cc(C)cc(C)c2)c1
 : 5%, ., .
> O=S(=O)(O)F
 : -7%, ., .
> Cc1nc2ccc(P(=O)(O)O)cc2s1
 : 3%, ., .
> O=[As]O[As]=O (stereo unspecified)
 : ., ., 2%
> Cc1ccc2c(c1)[C@@H]1CN(C)CC[C@H]1N2
 : ., ., 1%
> C[n+]1cc(P(=S)(c2ccccc2)c2ccccc2)n2ccccc21
 : ., ., 0%
> C1=NCCCN2CCCCC12 (stereo unspecified)
 : ., -4%, .
> O=C1NCN(c2ccccc2)C12CCN(C(CCc1ccccc1)c1nnnn1Cc1ccccc1)CC2 (stereo unspecified)
 : ., ?, .
> CCOC(=O)c1cnc2c(ccc3ccccc32)c1Nc1ccc(N(C)C)cc1
 : ., ?, .
> CCN(c1ccccc1)S(=O)(=O)c1ccc(C(=O)NC2CCCCC2)cc1
 : ., 16µM*, .
> COC(/C(C)=C/C=C/C(C)=C/c1coc(C)n1)C(C)C1CC(O)C2(C)OC2C=CC(C)C2CC(CC(=O)O2)CC2OC2C(=O)O1 (stereo unspecified)
 : ., 0.018µM*, .
> O=C1NC(=O)C2(CCCc3ccc(N(CCCl)CCCl)cc32)N1 (stereo unspecified)
 : ., 0.18µM*, .
> COP(=O)(NC(C)=O)SC (stereo unspecified)
 : ., -12%, .
> COc1ccc(S(=O)(=O)N2Cc3ccccc3-n3nncc3C2)cc1
 : ., 15µM*, .
> Cc1nc(C)c(C(=O)NN=Cc2ccc(N(CCCl)CCCl)cc2)s1
 : ., 12µM*, .
> Clc1ccccc1C1=NCc2nncn2-c2sc(Br)cc21
 : ., -9%, .
> Cn1cc(C2=C(c3cn(C4CCN(Cc5ccccn5)CC4)c4ccccc34)C(=O)NC2=O)c2ccccc21
 : ., -5%, .
> COc1ccc(OC(=O)N(C)C[C@@H]2OCc3ccccc3-c3c(n(C)c4ccccc34)C(=O)N([C@H](C)CO)C[C@@H]2C)cc1
 : ., 23µM*, .
> C[C@]12CC[C@H]3[C@@H](CCC4=CC(=O)CC[C@@]43C)[C@@H]1CC[C@@H]2OC(=O)CCc1ccccc1
 : ., ?, .
> CCOC(=O)CNC(=O)N1Cc2cc(-c3ccc(OC)cc3)ccc2-n2nncc2C1
 : ., -21%, .
> CCCCn1nnnc1C(c1ccnc2ccccc12)N1CCC2(CC1)C(=O)NCN2c1ccccc1 (stereo unspecified)
 : ., ?, .
> COc1ccc2c(c1)NP(=S)(c1ccccc1)N2 (stereo unspecified)
 : ., 16µM*, .
> CC1=C(C/C(C)=C/c2ccccc2)/C(=C/CO)[C@@H]2OC(=O)O[C@]2(C)C12CC2
 : ., 12µM*, .
> COCCn1c(-c2ccccc2)cc(C(=O)O)c1C
 : ., ?, .
> COC(=O)C1=C(c2cccc(OC)c2OC)C[C@@H]2CC[C@H]1N2C(=O)N1CCC(C)CC1
 : ., 13µM*, .
> COc1ccccc1CNCCc1cccc(Cl)c1
 : ., 15µM*, .
> CC(=O)Nc1cc(-c2cccc(CO)c2)cn2c(-c3cccc(C(F)(F)F)c3)cnc12
 : ., 18µM*, .
> O=[N+]([O-])c1ccc(N2CC2)c([N+](=O)[O-])c1
 : ., ?, .
> CC(=O)OC1C2(CC3N4C(=O)C5(CO)SSC4(CC31O)C(=O)N5C)OC(C)C(C)(C)C2=O (stereo unspecified)
 : ., 0.16µM*, .
> CN/C=C(/Cl)P(=O)(OC(C)C)OC(C)C
 : ., 13%, .
> Cc1ccc(-n2c(=O)[nH]c3ccccc3c2=O)cc1[N+](=O)[O-]
 : ., -27%, .
> COC/C=C1\CN2C3C[C@@H]1[C@H]1COC4=Nc5cc(OC)c(OC)c(OC)c5[C@@]43C[C@@H]12
 : ., -10%, .
> c1ccc(-c2nn(-c3ccccc3)[n+](-c3ccccc3)n2)cc1
 : ., 0.41µM*, .
> O=c1[nH]c2ccccc2n1C1CCN(C(c2ccccc2)c2nnnn2-c2ccc3c(c2)OCCO3)CC1 (stereo unspecified)
 : ., 18µM*, .
> CC1=C(C)CN2CC(C#N)=C(N)C2C1 (stereo unspecified)
 : ., ?, .
> COC(=O)C1=C(c2ccc(S(C)(=O)=O)cc2)C[C@@H]2CC[C@H]1N2C(=O)NCc1ccco1
 : ., 1%, .
> COc1ccc(C2=CC(c3ccc4c(c3)OCO4)c3c(c4ccccc4oc3=O)O2)cc1OC (stereo unspecified)
 : ., 21µM*, .
> COC(=O)[C@@H]1C[C@]2(C(=O)O)c3ccccc3N(OOSc3ccccc3)[C@@H]2N1C(=O)OC
 : ., -4%, .
> CCOC(=O)/C=C(C)/C=C/C[C@@H](C)CCCC(C)C
 : ., 5%, .
> Cc1cc(C)c(C)c(C(O)(C(=O)O)c2ccccc2)c1 (stereo unspecified)
 : ., 5%, .
> CN1Cc2cnnn2-c2ccccc2C1C#N (stereo unspecified)
 : ., ?, .
> CC1(C)CC[C@]2(C)CC[C@]3(C)C4C[C@@H]5OO[C@@]6(O5)C(CCCC6(C)C)[C@]4(C)CC[C@@]3(C)C2C1 (stereo partly specified)
 : ., 5.2µM*, .
> CC1=CC2OC3CC4OC(=O)C=CC=CC(C(C)O)OCC(O)C(C)CC(=O)OCC2(CC1O)C4(C)C31CO1 (stereo unspecified)
 : ., 0.021µM*, .
> O=P(Oc1ccc(-c2ccccc2)cc1)(N1CC1)N1CC1
 : ., 9.2µM*, .
> COc1ccc(C(=O)CN2CCOCC2)cc1
 : ., -5%, .
> CCOC(=O)[C@]12Cc3cc(OC)ccc3[C@H]1N(C(C)C)C(=O)c1cc(OC)ccc12
 : ., 18µM*, .
> COc1ccc(S(=O)(=O)N(C)C[C@H]2OCCCC[C@@H](C)Oc3ccc(N(C)C)cc3C(=O)N([C@H](C)CO)C[C@@H]2C)cc1
 : ., 23µM*, .
> CC(C)CN1Cc2ccccc2-n2nncc2C1
 : ., -20%, .
> C[C@@H]1COc2cc(N3CCN(C)CC3)ccc2S(=O)(=O)N1
 : ., -3%, .
> COC(=O)[C@@H]1N=C(c2ccc(OC)cc2)O[C@]12C(=O)N(Cc1ccc(OC)cc1)c1ccccc12
 : ., ?, .
> CCOC(=O)c1cccc(NC(=O)c2c(O)[nH]c(=O)[nH]c2=O)c1
 : ., -7%, .
> C=C1C(=O)OC2CC3(C)OC3CCC(C)=CC(OC(C)=O)C12 (stereo unspecified)
 : ., 2.6µM*, .
> N#Cc1c(Br)n(C2OC(CO)C(O)C2O)c2ncnc(N)c12 (stereo unspecified)
 : ., 1.2µM*, .
> O=c1[nH]c2ccccc2n1C1CCN(C(CCc2ccccc2)c2nnnn2Cc2ccccc2)CC1 (stereo unspecified)
 : ., 2.6µM*, .
> Cc1ccc(S(=O)(=O)N2Cc3cc(N4CCOCC4)ccc3-n3nncc3C2)cc1
 : ., ?, .

# Shown tab-delimited: two of the compounds above.
mol	N370S GC mod	DT40 TDP1 no CPT	TDP1 block
c1ccc(-c2nn(-c3ccccc3)[n+](-c3ccccc3)n2)cc1	.	0.41µM*	.
O=c1[nH]c2ccccc2n1C1CCN(C(c2ccccc2)c2nnnn2-c2ccc3c(c2)OCCO3)CC1 (stereo unspecified)	.	18µM*	.

# More entries:
# Order of results – N370S GC mod, DT40 TDP1 no CPT, TDP1 block
> CC1([N+](=O)[O-])COP(=O)(NC2CC2)OC1 (stereo unspecified)
 : ., -12%, .
> COc1ccc(-c2ccc3c(c2)CN(c2cccc(Cl)c2)Cc2cnnn2-3)cc1
 : ., ?, .
> O=C1NC2C(=CC(O)C(O)C2O)c2cc3c(cc21)OCO3 (stereo unspecified)
 : ., 0.29µM*, .
> Cc1ccc(OC(=O)N(C)C[C@H]2OCc3cnnn3CCCC(=O)N([C@H](C)CO)C[C@@H]2C)cc1
 : ., ?, .
> Cc1ncoc1C(=O)NCC1=C(c2ccc(S(C)(=O)=O)cc2)C[C@@H]2CC[C@H]1N2Cc1ccco1
 : ., 4%, .
> COc1ccc(C(c2nnnn2Cc2ccccc2)N2CCC3(CC2)C(=O)NCN3c2ccccc2)cc1 (stereo unspecified)
 : ., ?, .
> CC1CC2(C)C(CCC3C2CCC2(C)C(OP(=O)(N4CC4)N4CC4)CCC32)CC1=O (stereo unspecified)
 : ., ?, .
> O=c1[nH]c2ccccc2n1C1CCN(C(c2cccc3ccccc23)c2nnnn2-c2ccc3c(c2)OCCO3)CC1 (stereo unspecified)
 : ., 2.6µM*, .
> Cc1cc(C)c(NC2=NCCS2)cc1C
 : ., ?, .
> CC(C)(C)n1nnnc1C(C1CC1)N1CCC2(CC1)C(=O)NCN2c1ccccc1 (stereo unspecified)
 : ., 16µM*, .
> Cc1ccc(OC(=O)N(C)C[C@@H]2OCc3cnnn3CCCC(=O)N([C@H](C)CO)C[C@H]2C)cc1
 : ., 0%, .
> COc1cc2c(cc1OC)C13CCN4CC5=CCOC(CC(=O)O)C(C5CC41)C3N2 (stereo unspecified)
 : ., -18%, .
> Cc1ccc2c(c1)[C@]13CCCC[C@@H]1[C@H](C2)N(C)CC3
 : ., -20%, .
> CCN1C(=O)CC(=O)N(CC)C1=S
 : ., 0%, .
> O=C1C=C2c3ccccc3CC(C(=O)O)C2CC1 (stereo unspecified)
 : ., 3%, .
> CCCCCN1C(=O)c2ccccc2[C@@]2(C(=O)OCC)Cc3cc(OC)ccc3[C@@H]12
 : ., 4.6µM*, .
> CN(Cc1cccc(-c2cccnc2)c1)C(=O)Oc1ccc([N+](=O)[O-])cc1
 : ., ?, .
> O=C1NCN(c2ccccc2)C12CCN(C(c1ccnc3ccccc13)c1nnnn1Cc1ccccc1)CC2 (stereo unspecified)
 : ., ?, .
> CC[C@H]1CN(C)C[C@@]2(C(=O)OC)Cc3c([nH]c4ccccc34)C(=O)C[C@@H]12
 : ., 13%, .
> O=C(O)c1[nH]n(-c2ccc(S(=O)(=O)O)cc2)c(=O)c1N=Nc1ccc(S(=O)(=O)O)cc1
 : ., ?, .
> COC(=O)C1=CO[C@@H](C)[C@@H]2CN(CCc3c[nH]c4ccccc34)CC[C@H]12
 : ., ?, .
> CC[C@H]1c2ccccc2[C@@H]2CC[C@H]1N2c1ccccc1
 : ., -7%, .
> O=C1NC(=O)C(=Cc2c(Cl)cccc2Cl)C(=O)N1
 : ., 13µM*, .
> CC1C(c2ccccc2)OC(=O)N1C (stereo unspecified)
 : ., -2%, .
> O=C(Nc1ccccc1)c1c(O)[nH]c(=O)[nH]c1=O
 : ., -14%, .
> CC=C(CC)C1(CC)C(=O)NC(=S)NC1=O
 : ., 4%, .
> O=c1c([N+](=O)[O-])cn(O)cc1[N+](=O)[O-]
 : ., 1%, .
> O=S1(=O)N(Cc2ccccc2)CCCN1Cc1cccc(Cl)c1
 : ., ?, .

# Given in CSV form: 3 of the compounds above
compound,N370S GC mod,DT40 TDP1 no CPT,TDP1 block
COP(=O)(NC(C)=O)SC (stereo unspecified),.,-12%,.
CN/C=C(/Cl)P(=O)(OC(C)C)OC(C)C,.,13%,.
O=c1[nH]c2ccccc2n1C1CCN(C(c2ccccc2)c2nnnn2-c2ccc3c(c2)OCCO3)CC1 (stereo unspecified),.,18µM*,.

# In a second layout: results already given.
canonical_smiles	N370S GC mod	DT40 TDP1 no CPT	TDP1 block
CC=C(CC)C1(CC)C(=O)NC(=S)NC1=O	.	4%	.
O=c1c([N+](=O)[O-])cn(O)cc1[N+](=O)[O-]	.	1%	.
O=S1(=O)N(Cc2ccccc2)CCCN1Cc1cccc(Cl)c1	.	?	.

# Pulled by structure from the entries so far:
# Order of results – N370S GC mod, DT40 TDP1 no CPT, TDP1 block
> O=C1NC2C(=CC(O)C(O)C2O)c2cc3c(cc21)OCO3 (stereo unspecified)
 : ., 0.29µM*, .
> O=C(Nc1ccccc1)c1c(O)[nH]c(=O)[nH]c1=O
 : ., -14%, .
> COc1cc2c(cc1OC)C13CCN4CC5=CCOC(CC(=O)O)C(C5CC41)C3N2 (stereo unspecified)
 : ., -18%, .
